Source: PubChem
TAAR1 antagonist: human TAAR1 antagonists, primary screen, Fluo-8 calcium fluorescence, CHO RD-HGA16 cells | Trace amine-associated receptor 1 (Homo sapiens), Q96RJ0 | AID 624466, 2012 | actives 1.5% (n = 360,000) | antagonist | inhibition, % at 3 µM;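 active = inhibition above a per-plate cutoff, the mean inhibition of test compounds on that plate plus 3 SD, cut at about 49% in these data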;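 note: 0% = DMSO plus EC80 beta-PEA response and 100% = DMSO alone without agonist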
Target sequence (Q96RJ0 whole entry, looked up): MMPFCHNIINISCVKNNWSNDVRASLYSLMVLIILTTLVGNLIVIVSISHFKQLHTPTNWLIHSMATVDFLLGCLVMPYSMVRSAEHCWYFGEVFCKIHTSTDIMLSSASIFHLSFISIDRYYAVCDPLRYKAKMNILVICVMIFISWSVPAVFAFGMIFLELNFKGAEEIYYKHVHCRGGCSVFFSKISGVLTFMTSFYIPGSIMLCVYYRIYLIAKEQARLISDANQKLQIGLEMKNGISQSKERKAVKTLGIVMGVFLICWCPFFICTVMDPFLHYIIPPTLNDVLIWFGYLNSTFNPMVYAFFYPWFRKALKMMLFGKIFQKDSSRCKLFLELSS
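System: CHO RD-HGA16 cells bearing hTAAR1. Reagent: EC80 β-phenethylamine stimulus. Schedule: seeding 17-24 h prior, 75-min 37 °C, 30-min RT dye loading. Signal: Fluo-8 intracellular calcium dye fluorescence, real-time kinetic reads. Read-out: % inhibition from peak post-agonist over basal fluorescence ratio. Benchmarks: vehicle wells and EC80 agonist wells. Replicates: n of 1.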
CHO parental Ca: ATP-evoked calcium signal inhibitors, parental CHO, primary screen, counter-screen for OX1R antagonist project, cell-based, fluorescence, Fluo-8 calcium dye; parental CHO-K1, ATP-induced calcium, Fluo-8 fluorescence; inhibition, % at 5.6 µM; actives 0.63% (n = 330,000);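 active = inhibition above that plate's mean sample inhibition plus 3 SD, cut at about 26% in these data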;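 note: 0% = ATP-challenged DMSO wells and 100% = DMSO wells without ATP; some compounds past the cut are filed as inactive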
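Measured by: calcium-sensitive Fluo-8 fluorescence / Test system: CHO parental line / Controls: ATP-challenged DMSO wells low, unchallenged DMSO wells high / Measure: % inhibition / Compound: single nominal dose of 5.6 µM per compound / Replicates: single well per compound, no replicates / Reagent: ATP as calcium-mobilizing challenge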
GPR7 antag: GPR7 receptor antagonists, primary screen, cell-based, fluorescence, single concentration | Neuropeptides B/W receptor type 1 (Homo sapiens), P48145 | GPR7-expressing cells, fluorescence antagonist assay | inhibition, % at 4.4 µM | actives 1.1% (n = 290,000) | AID 1861, 2009; in the data active = inhibition above about 16%, passing the limit was not always enough;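 note: cells stimulated with the agonist NPW; 0% = agonist with vehicle and 100% = vehicle without agonist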
Target sequence (P48145 whole entry, looked up): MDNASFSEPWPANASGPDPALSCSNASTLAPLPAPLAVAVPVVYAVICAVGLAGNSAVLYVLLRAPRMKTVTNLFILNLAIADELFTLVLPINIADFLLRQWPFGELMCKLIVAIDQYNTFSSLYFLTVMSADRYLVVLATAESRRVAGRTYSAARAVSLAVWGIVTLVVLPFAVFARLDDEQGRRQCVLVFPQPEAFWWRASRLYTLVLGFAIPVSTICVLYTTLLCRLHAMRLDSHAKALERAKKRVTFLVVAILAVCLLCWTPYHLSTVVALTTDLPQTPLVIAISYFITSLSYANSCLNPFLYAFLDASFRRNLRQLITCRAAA
V1R ag counter: agonists of human V1a receptor, primary screen, counter-screen for OXTR agonist project, fluorescence, CHO-V1R cells; Vasopressin V1a receptor (Homo sapiens), P37288; Fluo-8 calcium fluorescence, agonist mode; 0% DMSO, 100% 3 nM vasopressin; activation, % at 3 µM; actives 0.25% (n = 320,000); AID 2797, 2010;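 active = activation above the mean activation of all tested compounds plus 3 SD, per screening run, cut at about 20% in these data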;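 note: signal is peak over basal fluorescence ratio across a 100 second FLIPR read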
M1 PAM parental: nonselective calcium activators in parental CHO-K1 cells, primary screen, counter-screen for M1 PAM project, cell-based, Fluo-8 calcium fluorescence, full deck, 1536-well; activation, % at 3 µM; actives 0.02% (n = 360,000); ATP EC20; 0% at ATP EC20, 100% at ATP max;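 active = activation above the run cutoff, the mean activation of all test compounds plus 3 SD, cut at about 40% in these data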;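 note: peak over basal fluorescence ratio in a 140 s read after ATP addition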
CHO-K1 Ca antag: counter-screen for M1 antagonists: effect in parental CHO-K1 cells | ATP-induced calcium, Fluo-8 fluorescence | actives 0.6% (n = 360,000) | AID 602250 | inhibition, % at 3 µM;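 active = inhibition above a per-plate cutoff, the plate's mean sample inhibition plus 3 SD, cut at about 24% in these data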;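 note: 0% = DMSO plus EC80 ATP and 100% = DMSO alone without ATP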
OXTR potentiator: human OXTR potentiators, primary screen, fluorescence, CHO-OTR cells, Fluo-8 calcium; Fluo-8 calcium fluorescence, potentiator mode; 0% = oxytocin EC15, 100% = EC100; AID 2445, 2010; Oxytocin receptor (Homo sapiens), P30559; activation, % at 3 µM; actives 0.061% (n = 320,000);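 active = activation above that plate's cutoff, the mean activation of tested compounds plus 3 SD, cut at about 6.6% in these data, passing the limit was not always enough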;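 note: 100% uses oxytocin at 75 nM as the full agonist control; some results filed as inactive read as strong as hits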
Target sequence (P30559 whole entry, looked up): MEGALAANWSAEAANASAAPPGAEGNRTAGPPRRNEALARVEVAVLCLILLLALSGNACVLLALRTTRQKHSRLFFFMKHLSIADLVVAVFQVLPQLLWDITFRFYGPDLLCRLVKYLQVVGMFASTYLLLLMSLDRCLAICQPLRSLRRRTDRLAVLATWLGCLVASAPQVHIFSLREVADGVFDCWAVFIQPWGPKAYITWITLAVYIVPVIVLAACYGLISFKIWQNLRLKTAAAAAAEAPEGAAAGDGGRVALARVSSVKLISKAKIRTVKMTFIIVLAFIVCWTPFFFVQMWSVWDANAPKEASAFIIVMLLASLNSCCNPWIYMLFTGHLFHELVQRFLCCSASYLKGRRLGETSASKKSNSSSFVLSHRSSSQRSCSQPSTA
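Measured by – Fluo-8 calcium dye fluorescence · Test system – human OTR in CHO cells · Dosing – one concentration, 3.0 µM compound · Controls – EC15 oxytocin alone as 0%, 75 nM oxytocin as 100% · Evaluation – normalized max/min fluorescence ratio, % activation · Timing – 6 min pre-incubation, 100 s read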
CHO-K1 Ca ag: counter-screen for M1 agonists: effect in parental CHO-K1 cells; Fluo-8 calcium fluorescence; scaled to maximal ATP response, vehicle zero; activation, % at 3 µM; actives 0.48% (n = 360,000); AID 602248, 2012; in the data active = activation above about 15%;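 note: untransfected CHO-K1 host cells lacking M1 receptor as counterscreen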
OXTR agonist: human OXTR agonists, primary screen, fluorescence, CHO-OTR cells, Fluo-8 calcium. actives 0.32% (n = 320,000). Oxytocin receptor (Homo sapiens), P30559. Fluo-8 calcium fluorescence; normalized: DMSO 0%, oxytocin 100%. activation, % at 3 µM;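 active = activation above the mean of all tested compounds plus 3 SD, cutoff set per screening run, cut at about 20% in these data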;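 note: peak over basal fluorescence ratio from a 100 s FLIPR kinetic read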
Starred values were filed as active, the others as inactive; · = not tested or not shown.

SMILES	TAAR1 antagonist	CHO parental Ca	GPR7 antag	V1R ag counter	M1 PAM parental	CHO-K1 Ca antag	OXTR potentiator	CHO-K1 Ca ag	OXTR agonist
Cc1cccc(OCCCN2CCOCC2)c1C	-7	-4	-6	1.8	17	-7	-1	0.1	1.0
CCN(CC)C(=O)CC(c1ccc(F)cc1)c1ccco1 (stereo unspecified)	-18	-16	-11	-0.8	11	-12	-21	0.4	-2.2
Cc1cccc(N2CCN(Cc3ccoc3)CC2)c1C	-21	-10	-3	0.6	2	-19	4	0.2	0.5
COc1ccc(S(=O)(=O)NCCSCc2ccco2)cc1C	-7	-11	-2	0.3	-4	-13	-4	0.1	0.0
COc1ccc2nc(C)cc(Nc3ccc(C)cc3)c2c1	-31	·	-6	·	10	-9	·	0.7	·
Cc1cccc(N2CCN(Cc3ccc([N+](=O)[O-])o3)CC2)c1C	-1	2	-9	-0.8	16	-9	-1	-0.3	-0.8
CCCn1c(=NC(=O)c2c(-c3c(F)cccc3Cl)noc2C)c(C(=O)OCC)cc2c(=O)n3ccccc3nc21	·	-11	-11	1.0	·	·	-2	·	1.4
Cc1cccc(N2CCN(S(=O)(=O)c3ccc(Cl)nc3)CC2C)c1 (stereo unspecified)	25	-12	·	0.9	3	-7	-8	0.5	-1.9
CNc1nc(CCN2C(=O)c3ccccc3C2=O)cs1	19	-22	-5	-0.4	9	-7	0	8.8	0.1
Cc1cc(NC(=O)c2cccc(F)c2)ncc1NC(=O)c1ccco1	7	-5	-1	1.9	21	-9	-5	0.6	0.0
N#Cc1nc(COc2ccccc2Cl)oc1NCc1ccc(F)cc1	17	-16	-2	-0.6	19	-10	-7	1.4	-1.3
O=C(c1ccccc1)N1CCn2c(nc3ccccc32)C1	7	-11	-9	0.7	22	-14	-2	1.1	3.1
CCOC(=O)N1CCN(C(=O)C[C@@H]2C[C@@]3(C(=O)OCC)CCC=C3N(Cc3cccc4ccccc34)C2=O)CC1	-7	·	·	·	6	-24	·	0.7	·
COc1ccc(OC)c(NC(=O)C2(C)CCN2CCOc2ccccc2)c1 (stereo unspecified)	-40	·	·	·	5	-20	·	3.2	·
CCOP(=O)(OCC)C(NC(=O)c1cccs1)C(F)(F)F (stereo unspecified)	-6	9	8	-0.2	6	-2	-5	1.3	-0.1
COc1cccc(N2CCN(Cc3cccnc3)CC2)c1	8	-16	7	0.8	30	-17	-1	1.1	0.2
O=C(C[n+]1ccccc1)Nc1ccccc1C(F)(F)F	-6	6	-20	0.8	-3	-3	1	0.6	1.1
Cc1nc(N2N=C3/C(=C/c4ccc(F)cc4)CCCC3C2c2ccc(F)cc2)sc1C(=O)N(C)C (stereo unspecified)	1	-35	-4	0.0	-9	5	-8	0.1	0.4
CCc1nnc(NC(=O)c2cccnc2SC)s1	-2	-12	-1	0.2	-4	5	-1	4.0	-0.6
Cn1c(=O)cc(OCCCC(=O)Nc2cccnc2)c2ccccc21	2	-6	3	-0.5	3	-4	-5	0.6	-0.1
COc1ccccc1NC(=O)c1sc2nc(N3CCOCC3)c3c(c2c1N)CCCC3	-37	-29	-27	0.0	2	-6	-6	0.7	-0.7
CCC(CC)C(=O)N(C)c1c(C)nc2c(OCc3ccccc3OC)cccn12	-12	·	·	·	7	-3	·	1.0	·
Cc1ccc(S(=O)(=O)Nc2cccc(C(=O)N3CCC(C(N)=O)CC3)c2)cc1	-6	-9	·	-0.2	6	-4	0	0.5	0.3
O=C(c1csc(Nc2ccccc2Cl)n1)N1CCCC1	-24	-24	-8	-0.8	11	-4	-3	-0.5	-1.6
CCOc1ccc(S(=O)(=O)Nc2ccc(C(=O)NCC3CCCO3)cc2)cc1 (stereo unspecified)	0	5	-14	1.9	-6	-4	2	1.8	2.5
CCOc1ccccc1Nc1cc(C)nc2nc(C)nn12	-27	-8	13	-1.2	13	-5	-13	-0.1	-2.1
CCOC(=O)C1(CC)Oc2ccccc2C(c2ccc(OC)cc2)=C1C(=O)OC (stereo unspecified)	18	-37	·	·	4	-13	·	0.2	·
COc1ccc(S(=O)(=O)N2CCC3(CC2)OCCN3S(=O)(=O)c2ccc(C)cc2)cc1OC	-27	-15	·	0.4	5	-15	-16	1.1	-0.1
CSCCC(NC(=O)C12CC3CC(CC(C3)C1)C2)C(=O)OCC(=O)c1ccc(C)cc1 (stereo unspecified)	-22	-1	6	0.3	21	-9	-8	0.5	0.3
COc1cc(NC(=O)CCc2c(C)[nH]c(=O)c(C#N)c2C)cc(OC)c1	2	2	0	0.0	4	-11	3	1.0	0.6
C/C=C/c1ccc(OCCN2C(=O)NC(C)(C)C2=O)c(OC)c1	5	-16	-10	0.4	-7	13	-10	0.3	0.2
Brc1ccc(/C=C/C=N/Nc2nc3ccccc3s2)cc1	-19	-23	-8	-0.7	9	0	-8	0.4	0.1
O=C(NCc1ccc2c(c1)OCO2)c1cc2ccccc2oc1=O	2	-17	5	0.2	4	3	-2	-0.4	0.6
COc1ccc2nc(NC(=O)C3CCCN(S(=O)(=O)c4cccc5nonc45)C3)sc2c1 (stereo unspecified)	15	-2	11	1.2	-2	2	-11	0.5	2.0
O=[N+]([O-])c1cc(C=Nc2cccc3c(O)cccc23)ccc1Cl	·	-8	-13	-0.5	·	·	-4	·	0.3
CCCn1c(N2CCN(CC(=O)Nc3ccc4c(c3)OCCO4)CC2)nc2ccccc21	5	-16	-6	1.3	13	-2	-8	0.8	-1.3
CC(C)CCNC(=O)CSc1nc2ccccc2c(=O)[nH]1	5	-10	-10	-0.6	16	-23	-1	1.2	0.3
COc1cccc(C2=NOC(C(=O)Nc3cccc(C(C)=O)c3)C2)c1OC (stereo unspecified)	12	-13	4	5.6	3	-5	-9	6.8	5.0
CCOc1ccc(/C=N/NC(=O)c2c(-c3ccccc3)noc2C)cc1	-2	-10	-13	0.3	12	-7	2	0.4	0.5
O=[N+]([O-])c1ccc2c(c1)C(O)n1nc(-c3ccccc3)nc1S2 (stereo unspecified)	-1	-5	-10	-0.6	8	-22	-3	1.5	-0.1

3 entries already listed, sorted by the value under GPR7 antag, smallest number first:
Compound | GPR7 antag
CCOc1ccc(/C=N/NC(=O)c2c(-c3ccccc3)noc2C)cc1 | -13
COc1ccc2nc(NC(=O)C3CCCN(S(=O)(=O)c4cccc5nonc45)C3)sc2c1 (stereo unspecified) | 11
CCOc1ccccc1Nc1cc(C)nc2nc(C)nn12 | 13

New compounds follow.
SMILES	TAAR1 antagonist	CHO parental Ca	GPR7 antag	V1R ag counter	M1 PAM parental	CHO-K1 Ca antag	OXTR potentiator	CHO-K1 Ca ag	OXTR agonist
Cc1ccc(CC2(O)CC(C)N(C)CC2C)c(C)c1 (stereo unspecified)	4	-16	-3	2.2	-5	20	-8	0.1	0.7
Cc1ccc(CNC(=O)CCCC(=O)c2ccccc2)cc1	-2	-22	-8	-1.3	0	-7	3	-0.1	-0.4
CC1CN(C(=O)c2cc3ccccc3oc2=O)CC(C)O1 (stereo unspecified)	-8	-15	0	2.8	12	-12	2	0.3	0.9
CCc1noc(C)c1C(=O)OCC(=O)NC(C)c1ccccc1 (stereo unspecified)	-19	-11	·	-0.1	4	-2	0	0.1	-1.0
COc1ccccc1Cc1nc(-c2ccc(C)cc2)no1	5	-15	-4	-0.5	8	-5	-6	-0.1	-2.4
O=C(NCC1CCN(S(=O)(=O)c2ccccc2)CC1)Nc1ccc(F)cc1	8	-15	5	3.5	14	-4	-13	6.2	1.1
COc1cccc(N2CCN(C(=O)c3ccc(CS(=O)c4ccccc4C)o3)CC2)c1 (stereo unspecified)	14	-9	15	4.6	1	-8	-13	7.8	2.1
COc1ccccc1OCc1ccc(C(=O)NCc2ccco2)o1	-6	1	-2	-0.5	17	-17	0	0.4	-0.9
Fc1ccccc1NC(=S)Nc1cccc2cnccc12	1	-4	-12	-0.2	17	-9	-5	1.2	0.0
COc1ccc(C(=O)Cn2c(Br)nc3c2c(=O)n(C)c(=O)n3C)cc1OC	4	6	-6	0.8	10	-11	-8	0.4	1.3
CCOC(=O)c1nc(C)sc1-c1ccnn1S(=O)(=O)c1ccc(C)cc1	-17	-23	-6	0.2	10	4	-10	4.1	-3.6
COCCOC(=O)C1=C(C)N(c2ccccc2)C(=O)NC1c1cccc([N+](=O)[O-])c1 (stereo unspecified)	8	-10	12	0.1	5	-3	-5	0.1	-1.7
N#Cc1cc(N)ccc1Sc1ccccc1	-17	5	-6	-0.2	2	1	-3	0.1	0.2
CCCN1CCC(=NNc2ccc(S(=O)(=O)N(CC)CC)cc2[N+](=O)[O-])CC1	-12	3	-14	-1.2	4	0	-11	0.1	-0.3
Nc1cccc(Oc2ccc3c(c2)C(=O)NC3=O)c1	-1	-8	-9	-0.2	-1	6	-12	0.5	-1.3
CCC(SC1=NCCS1)C(=O)Nc1ccc(S(N)(=O)=O)cc1 (stereo unspecified)	1	-12	-5	1.1	-5	4	-2	0.2	-0.3
O=C(COC(=O)c1ccc2ccccc2n1)c1ccc(F)cc1	-23	1	-5	-1.0	2	1	-14	5.1	-1.7
Cc1cc(Br)c(NC(=O)COC(=O)C2CC2C)c(Br)c1 (stereo unspecified)	-27	-16	1	-0.9	5	6	-2	0.2	-3.3
N#Cc1cc([N+](=O)[O-])ccc1Oc1cccc(/C=N/NC(=O)c2cccc(Cl)c2)c1	·	-6	-6	1.7	10	-10	-9	0.1	1.5
Cc1ccc(S(=O)(=O)N2CCCC2C(=O)n2nc(C)cc2C)cc1 (stereo unspecified)	4	-14	-5	-0.6	15	-5	-2	-0.1	-1.9
O=C(O)C1C2C=CC(O2)C1C(=O)NCCCn1ccnc1 (stereo unspecified)	·	-11	-2	0.8	·	·	-11	·	0.7
COc1cc(C(C)=O)ccc1OCC(=O)N(CCC1=CCCCC1)c1c(N)n(Cc2ccccc2)c(=O)[nH]c1=O	-37	-8	·	0.2	4	0	-17	5.7	-0.7
CCC(C)c1ccc(NC(=O)c2ccco2)cc1 (stereo unspecified)	4	·	-11	·	4	0	·	0.9	·

Hits appear at their usual frequency; overall some 3.5% were active at least once.
